Screening results (PubChem BioAssay)
All columns: NCI-60 one-dose screen, growth in % after 48 h at 10 µM unless noted; 100 = growth as untreated, 0 = no growth, -100 = all killed.
UACC-257 = UACC-257 melanoma | actives 4.4% (n = 78,000)
LOX IMVI = LOX IMVI melanoma; actives 7.4% (n = 79,000); AID 1794757
BT-549 = BT-549 breast cancer; actives 4.4% (n = 78,000); AID 1794793
MALME-3M = MALME-3M melanoma. actives 5.8% (n = 78,000)
UACC-62 = UACC-62 melanoma; actives 5.4% (n = 81,000)
T-47D = T-47D breast cancer; actives 5% (n = 79,000); AID 1794792
HS 578T = HS 578T breast cancer; AID 1794788; actives 4.1% (n = 78,000)
MCF7 = MCF7 breast cancer. actives 6.3% (n = 82,000)
* marks the source's active call; other numbers are inactive results; . = no result given; & = joins results of further samples. The calls were made as follows: active = growth percent below 10; inactive = the rest.

Compound	MALME-3M	T-47D	MCF7	HS 578T	UACC-257	UACC-62	LOX IMVI	BT-549
Cn1c([N+](=O)[O-])cnc1/C=C1\Oc2ccc(Cl)cc2C1=O	-55*	78	1.3*	-24*	-42*	-74*	-58*	-36*
C[C@@H]1CC=C2[C@H](CC[C@H](O)C2(C)C)[C@@]1(C)CCc1ccoc1	106	88	99	91	.	92	97	105
O=C(NCc1ccncc1)C1(c2ccccc2)CCCCC1	105	102	112	111	125	98	117	119
CC(C)CCC(CC(C)C)=NCC(C)O (stereo unspecified)	88	93	101	108	103	115	99	91
N#CC1=C(N)Oc2cc3ccccc3cc2C1c1ccccc1Cl (stereo unspecified)	98	96	114	94	106	81	.	99
CN1CCN(c2nc(SCc3ccccc3)nc(-c3ccc(F)cc3)c2C#N)CC1	91	58	69	68	72	80	75	91
CCCSc1nc(NCCc2c[nH]c3ccccc23)c(C#N)c(-c2ccccc2)n1	100	16	25	67	100	76	53	89
CC(=O)/C(N=Nc1cccc2c1C(=O)c1ccccc1C2=O)=C(\C)O	115	90	90	104	100	106	103	98
Nc1c(C(=O)Nc2cccc(C(F)(F)F)c2)sc2nc3c(cc12)C(=O)CCC3	93	92	93	.	85	86	.	102
CC(=O)CCCCCCCCCCC1CCC(O)C1O (stereo unspecified)	101	105	98	119	104	107	102	104
C=C(C)[C@@H]1CCC=C2CC[C@]3(C)[C@H](CC[C@@H]4[C@@]5(C)Cc6c(n(CC#CCN7CCN(C)CC7)c7ccccc67)C(C)(C)[C@@H]5CC[C@]43C)[C@H]21	105	89	96	94	105	103	.	98
Cc1cc(-c2ccc(N=Nc3c(N)c(S(=O)(=O)O)cc4cc(S(=O)(=O)O)ccc34)c(C)c2)ccc1N=Nc1c(N)ccc2cc(S(=O)(=O)O)ccc12	104	113	93	99	88	95	101	99

Next part.
Compound	MALME-3M	T-47D	MCF7	HS 578T	UACC-257	UACC-62	LOX IMVI	BT-549
CCOC(=O)C(=O)C1CCCCC1=O (stereo unspecified)	102	.	107	87	93	91	100	95
Nc1ccc(C(=O)O)cn1	87	159	110	76	109	.	92	97
O=c1[nH]c2ccccc2c(O)c1N=Nc1ccc(N=Nc2ccc(S(=O)(=O)O)cc2)cc1	99	97	98	91	108	93	96	96
O=C(N[C@H]1C(O)[C@H](O)C(CO)O[C@H]1O)NS(=O)(=O)c1ccc(Br)cc1 (stereo partly specified)	98	.	95	104	122	96	98	108
O=C(O)c1cc2ccccc2cn1	98	113	100	107	110	93	100	109
N#Cc1cc(O)n2c1C(=N)c1ccccc1-2	100	89	92	89	96	90	93	92
NS(=O)(=O)c1ccc(CN=CC2=CNC3C=CC=CC23)cc1 (stereo unspecified)	81	103	95	89	97	96	113	102
COc1cccc(NC(=S)NCc2cccnc2)c1	103	99	98	116	111	109	89	106
CCCCCC[C@@H](O)C/C=C\CCCCCCCC(=O)O	93	116	94	102	101	.	91	99
CC1=C(C(=O)c2ccccc2)C(c2ccc(N(C)C)cc2)n2c(nc3ccccc32)N1 (stereo unspecified)	102	108	96	.	102	90	.	86
O=C(O)c1ccccc1-c1ccccc1	99	98	89	93	95	99	99	106
Cc1cc(C)c2ccc(C)c(N)c2n1	113	124	104	113	117	110	98	.

(more compounds)
Compound	MALME-3M	T-47D	MCF7	HS 578T	UACC-257	UACC-62	LOX IMVI	BT-549
O=C1OCCCC1O (stereo unspecified)	113	104	101	113	97	111	99	100
Cn1c(C(N)=O)cc2c1-c1nc(Nc3ccccc3)ncc1CCC2	.	65	39	17	74	37	40	34
O=C(Cc1ccccc1)NNc1nc(Cl)nc(N2CCN(C(c3ccccc3)c3ccccc3)CC2)n1	100	84	92	99	91	92	62	99
CCCCCCCCCC(=O)Oc1ccc(/C(=C(/C)Cc2cccc(OC)c2)c2ccc(OCCN3CCCCC3)cc2)cc1	115	62	36	86	109	100	98	112
CC(Nc1nc2sc3c(c2c(=O)[nH]1)CCCC3)c1nnnn1-c1ccc(Br)cc1 (stereo unspecified)	131	72	91	96	92	79	81	105
[C-]#[N+]c1c(-c2cc(OC)c(OC)c(OC)c2)cc(-c2ccc(N)cc2)nc1N	84	84	82	89	99	105	98	101
CCOc1ccc(C(=O)NC(=S)Nc2ccc(C(=O)NO)cc2)cc1	107	112	95	94	105	93	105	104
ClCc1c(Cl)c(Cl)c(Cl)c(CCl)c1Cl	-40*	-71*	-4.9*	89	20	103	-79*	87
CC(=O)OC1CCCC(CN)C1C (stereo unspecified)	95	97	95	112	91	101	96	105
CCCCCCNC(=O)Oc1ccc(/C(=C(/C)Cc2ccc(OC)cc2)c2ccc(OCCN(CC)CC)cc2)cc1	104	67	53	90	89	95	97	101
O=C(Cn1c(=O)sc2nc3ccccc3nc21)Nc1ncc(Cc2cccc(C(F)(F)F)c2)s1	110	71	92	88	111	74	97	95
CN(C(=O)/C=C/c1ccco1)c1ccccc1	.	104	90	100	112	107	.	118

Next section.
Compound	MALME-3M	T-47D	MCF7	HS 578T	UACC-257	UACC-62	LOX IMVI	BT-549
CCN(CC)CCOC(=O)c1ccc(NC(=O)Nc2ccccc2)cc1	102	92	97	100	97	104	96	107
OC1COC(c2ccccc2)OC1C1OC(c2ccccc2)OCC1O (stereo unspecified)	102	109	94	103	104	99	101	95
O=C(NCc1cn[nH]c1-c1ccc(F)cc1)[C@H]1CCC(=O)N(CCCc2ccccc2)C1	106	112	90	99	109	86	99	99
CCCCN=CC(Cl)(Cl)C(=O)OCC	103	105	97	105	105	99	104	135
COc1ccc(-c2ccc(NC(=O)Nc3ccc(Cl)c(C(F)(F)F)c3)c(C)n2)cc1	83	21	37	77	57	66	65	66
NCC(=O)N1CCC[C@H]1C(=O)OC/C=C/c1ccccc1	108	92	.	99	92	82	100	108
COc1cccc(Br)c1NC(C)=O	120	125	103	98	105	91	93	.
S=C(c1ccc2c(c1)OCO2)N1CCN(c2cccc(Cl)c2)CC1	41	12	-0.6*	-1.7*	54	25	45	52
COc1cc2nc(SCCC(=O)Nc3cc(OC)c(OC)c(OC)c3)n(-c3ccccc3)c(=O)c2cc1OC	122	86	94	96	90	99	96	96
NCC(=O)c1ccc2oc3ccccc3c2c1	108	111	96	103	111	105	103	109
CSc1nc(N)n(/N=C(\C)c2cccs2)c(=O)c1C#N	103	107	84	107	116	102	.	103
COc1ccc(-n2c(-c3ccccc3)c(-c3ccccc3)c3c(SCC(=O)N/N=C/c4ccccc4[N+](=O)[O-])ncnc32)cc1	96	64	40	87	101	76	88	79

The results go on:
Compound	MALME-3M	T-47D	MCF7	HS 578T	UACC-257	UACC-62	LOX IMVI	BT-549
O=C1Nc2ccccc2/C1=C/c1cccs1	94	-4.8*	61	95	100	86	93	88
O=C1/C=C/[C@@H](O)[C@@H]2C[C@@H](O)C[C@H]2/C=C/CCC[C@H]([C@@H](O)CO)O1	64	82	45	54	69	63	39	76
CNC(=O)CCN1C(=O)/C(=C/c2ccc(O)cc2)SC1=S	96	102	103	104	98	89	97	90
COc1ccc(S(=O)(=O)NCCNc2cc(-c3c(-c4cccc(OC)c4)nc4sccn34)ccn2)cc1	109	72	93	86	106	91	100	94
Cc1nnc(-c2ccc3c(c2)nc(-c2ccncc2)n3C2CCCCC2)o1	106	82	92	111	84	102	100	91
O=COCC(O)COC=O	96	97	97	112	101	114	96	108
Oc1cccc(N2CCN(c3cccc(O)c3)CC2)c1	113	104	105	110	102	104	107	93
CC1CCCNC1 (stereo unspecified)	96	.	94	107	105	100	102	97
CCCCC(=O)NCCNc1nccc(Nc2ccc(S(=O)(=O)Nc3ccccn3)cc2)n1	107	97	96	104	117	101	100	99
N=C1C(c2nc(-c3ccc(Cl)cc3)cs2)=C(O)CN1NC(=O)c1ccc2c(c1)OCO2	105	101	397	107	105	102	106	109
COc1ccc(CCNC(=O)COc2cc3c(Nc4ccc(F)c(Cl)c4)ncnc3cc2OC)cc1OC	87	70	92	92	110	96	90	99
COc1ccc2nc(Cl)c(/C=C/C(=O)c3ccc(NC(=O)CSc4nnc(-c5ccc(Br)cc5)n4-c4ccccc4)cc3)cc2c1	97	82	77	91	75	85	95	80

The list goes on:
Compound	MALME-3M	T-47D	MCF7	HS 578T	UACC-257	UACC-62	LOX IMVI	BT-549
Cc1cc(Br)c(N)c(Br)c1	104	93	92	109	77	99	94	95
CN(C(=O)/C=C/c1ccccc1)c1ccccc1	104	84	95	115	90	93	102	117
O=C(NNc1nc2ccccc2nc1/C=C/c1ccccc1O)Nc1cccc(Cl)c1	94	47	32	83	84	61	71	68
CCOc1ccc2nc(N(Cc3ccncc3)C(C)=O)sc2c1	98	.	98	99	111	87	99	99
COc1ccc(C2CC(c3ccccc3)=NN2C(=O)c2cc(OC)c(OC)c(OC)c2)cc1O (stereo unspecified)	82	71	20	24	66	26	43	40
COc1ccc(-c2cc(-c3cccnc3)nc3sc(C(=O)c4ccc(Cl)cc4)c(N)c23)cc1OC	67	78	98	79	106	99	86	80
CC(C)n1cc2c(N)ncnc2n1	86	94	102	105	121	93	108	101
NCCCCCNc1noc(Cc2c[nH]c3ccccc23)n1	73	96	88	91	99	92	87	110
CSc1ccc2c(c1)N(C(=O)/C(C#N)=C/c1ccc(C)cc1)c1ccccc1S2	.	65	94	101	92	72	89	106
CCCCOc1nc2ccccc2cc1/C=C/c1cc(/C=C/c2cc3ccccc3nc2OCCCC)n(-c2ccccc2)n1	104	102	99	88	96	81	96	93
CCC(O)C1Sc2ccccc2N1C (stereo unspecified)	107	87	94	113	86	97	103	102
COc1cccc(C(c2cc3c(cc2O)OCO3)N2CCOCC2)c1OC (stereo unspecified)	99	97	97	95	98	95	97	95

Ordered by molecular weight (rising): 3 of the compounds above
Compound	MALME-3M	T-47D	MCF7	HS 578T	UACC-257	UACC-62	LOX IMVI	BT-549
Cc1cc(Br)c(N)c(Br)c1	104	93	92	109	77	99	94	95
O=C(NNc1nc2ccccc2nc1/C=C/c1ccccc1O)Nc1cccc(Cl)c1	94	47	32	83	84	61	71	68
CCCCOc1nc2ccccc2cc1/C=C/c1cc(/C=C/c2cc3ccccc3nc2OCCCC)n(-c2ccccc2)n1	104	102	99	88	96	81	96	93

Additional records follow.
Compound	MALME-3M	T-47D	MCF7	HS 578T	UACC-257	UACC-62	LOX IMVI	BT-549
O=Cc1ccc2ccccc2n1	82	87	95	87	.	87	85	97
c1ccc2c(C3OCC4(CCCC4)CO3)cccc2c1	116&107	110&93	99&90	110&111	97&96	107&104	103&101	118&95
COc1cc(C)c2c(c1OC)Cc1c(C)cc(OC)c(OC)c1C2	85	71	96	.	73	71	86	.
O=C(C[N+]12CN3CN(CN(C3)C1)C2)c1ccc2c(c1)CCCC2	125	99	97	108	105	96	100	104
NC(=O)NCc1cc(Br)cc(Br)c1O	.	98	104	99	105	101	101	107
CC(C)(C)C1CCN(Cc2ccccc2)CC1	93	93	91	113	98	108	97	104

Record cards, from the list above:
`COc1cc(C)c2c(c1OC)Cc1c(C)cc(OC)c(OC)c1C2` is entered as MALME-3M = 85; T-47D = 71; MCF7 = 96; HS 578T = .; UACC-257 = 73; UACC-62 = 71; LOX IMVI = 86; BT-549 = .
`O=Cc1ccc2ccccc2n1` is entered as MALME-3M = 82; T-47D = 87; MCF7 = 95; HS 578T = 87; UACC-257 = .; UACC-62 = 87; LOX IMVI = 85; BT-549 = 97
